MmCpn inh = Inhibitors of TCP-1 ring complex (TRiC) of Methanococcus maripaludis (MmCpn): qHTS; purified Mm-Cpn ATPase, ADP Transcreener TR-FRET; AID 504842, 2011; Potency, µM (doses to about 76.9 µM), for inactives: top-dose activity, negative = inhibition, usual class: inhibitors; hit rate 0.031% among 330,000; note: potency is the fitted concentration of half-maximal effect; % is set by controls: 0 for no effect and ±100 for the full control effect; nearly all actives have a fitted effect of over 80% in size
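Inhibition of chaperonin ATP hydrolysis is measured as reduced ADP production, detected by competitive TR-FRET in which signal falls with ADP. Final enzyme 25 nM and ATP 10 uM, reacted 30 min at 37°C.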
PTHR1 ag = qHTS for PTHR1 Agonists: Primary Screen; Parathyroid hormone/parathyroid hormone-related peptide receptor (Homo sapiens), Q03431; HEK293 GP2 PTHR1 cells, GloSensor cAMP luminescence, 1 h; Potency, µM (doses to about 115 µM), inactives show at the top dose activation, actives largely listed as activators; hit rate 0.075% among 410,000; AID 743266, 2014; note: potency is the fitted concentration of half-maximal effect; nearly all actives have a fitted effect of over 55% in size; some results filed as inactive show a strong effect at the top dose; inactives centre near -15; many of its hits are not listed in these tables
Target sequence (Q03431 whole entry, looked up): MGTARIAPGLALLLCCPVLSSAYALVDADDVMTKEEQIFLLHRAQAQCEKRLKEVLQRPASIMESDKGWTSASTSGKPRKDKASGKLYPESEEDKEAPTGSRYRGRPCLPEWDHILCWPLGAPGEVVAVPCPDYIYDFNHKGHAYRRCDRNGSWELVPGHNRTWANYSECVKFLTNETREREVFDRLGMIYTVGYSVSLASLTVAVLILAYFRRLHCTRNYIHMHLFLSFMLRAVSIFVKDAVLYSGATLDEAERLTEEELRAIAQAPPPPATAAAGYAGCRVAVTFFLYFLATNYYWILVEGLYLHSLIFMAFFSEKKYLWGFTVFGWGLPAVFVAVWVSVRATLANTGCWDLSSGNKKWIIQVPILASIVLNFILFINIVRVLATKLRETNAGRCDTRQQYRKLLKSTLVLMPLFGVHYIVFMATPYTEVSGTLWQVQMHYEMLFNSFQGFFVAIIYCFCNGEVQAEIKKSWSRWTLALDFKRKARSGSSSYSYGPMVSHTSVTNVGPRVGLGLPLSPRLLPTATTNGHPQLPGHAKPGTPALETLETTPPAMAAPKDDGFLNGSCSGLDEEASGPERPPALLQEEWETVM
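HEK-293-derived GP2 cells expressing PTHR1 and a GloSensor cAMP reporter, 3,000/well, plated overnight, given luciferin plus IBMX (each 0.5 mM as added) for 1 h at 37 °C, then compound for 1 h at 37 °C. Luminescence was read after 15 min at room temperature.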
D3 antag = qHTS of D3 Dopamine Receptor Antagonist: qHTS | D(3) dopamine receptor (Homo sapiens), P35462 | D3R cells, DiscoveRx beta-arrestin luminescence, antagonist mode; hits give low values | max response, negative = inhibition, % | hit rate 2.5% among 360,000 | AID 652054, 2013; in the data active = max response below about -50%; inconclusive = no clear call, values can overlap the other calls; note: % is set by controls: 0 for no effect and ±100 for the full control effect; mostly tested at two doses, the higher about 12 µM
Target sequence (P35462 whole entry, looked up): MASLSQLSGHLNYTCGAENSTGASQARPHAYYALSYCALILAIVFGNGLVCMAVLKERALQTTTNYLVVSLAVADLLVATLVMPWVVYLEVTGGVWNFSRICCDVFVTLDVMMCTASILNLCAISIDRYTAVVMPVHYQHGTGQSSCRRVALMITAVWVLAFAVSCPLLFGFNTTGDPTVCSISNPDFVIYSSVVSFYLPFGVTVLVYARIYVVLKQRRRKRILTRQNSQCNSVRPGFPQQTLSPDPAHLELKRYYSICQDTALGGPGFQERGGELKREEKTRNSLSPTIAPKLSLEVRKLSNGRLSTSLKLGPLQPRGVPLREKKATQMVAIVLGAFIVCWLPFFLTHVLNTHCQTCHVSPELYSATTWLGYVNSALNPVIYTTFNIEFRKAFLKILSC
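Cells plated overnight at 1500 cells/well, then exposed to library compounds with dopamine controls for 90 minutes at 37 degrees C. DiscoveRx reagent added for 30–60 minutes at room temperature; luminescence read, quantitative HTS format.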
EPAC2 antag = qHTS for Antagonist of cAMP-regulated guanine nucleotide exchange factor 2 (EPAC2): primary screen; Rap guanine nucleotide exchange factor 4 (Homo sapiens), Q8WZA2; EPAC2 GEF exchange of Rap1B-BODIPY-GDP, fluorescence; Potency, µM (doses to about 114 µM), without a hit: at the highest dose activity, negative = inhibition, usual class: inhibitors; hit rate 0.18% among 360,000; note: potency is the fitted concentration of half-maximal effect; % is set by controls: 0 for no effect and ±100 for the full control effect; nearly all actives have a fitted effect of over 45% in size; many of its hits are not listed in these tables
pAkt inh = HTS Assay for Inhibitors of Akt Phophorylation: Primary Screen | hit rate 0.32% among 360,000 | activity change, % for hits at 50 µM | Neuro2A IGF-stimulated pAkt S473 HTRF, 20 min; hits give low values; in the data active = activity change below about -80%; inconclusive = mostly about -51% to -80%; note: % is set by controls: 0 for no effect and ±100 for the full control effect
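Neuro2A cells (4,500/well, DMEM with 0.5% FBS) were treated with compound at a single 50 µM final concentration, stimulated with 6 nM IGF for 20 min at 37 °C, and lysed. Phospho-Akt Ser473 was read by HTRF as 665/615 ratio ×10^4.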
D3 ag = qHTS of D3 Dopamine Receptor Agonist: qHTS | D3R DiscoveRx beta-arrestin cells, luminescence, 90 min | max activation, % | hit rate 0.58% among 410,000; in the data active = max activation above about 30%; note: 0% is about no effect; mostly tested at two doses, the higher about 12 µM
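Agonist mode: compounds and dopamine controls were applied to plated cells for 90 min at 37 degrees C after an overnight attachment at 1500 cells/well. Luminescent read-out followed 30 - 60 minutes at room temperature with DiscoveRx detection reagent.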
CCT modulator = High-Throughput Screening for Modulators of Cytosolic Chaperonin Activity; purified chaperonin ATPase assay, HTRF ADP detection, 30 min; activity change, % (concentration not given with the values), hits read low; hit rate 0.3% among 360,000; AID 651819, 2012; in the data active = activity change below about -30%; note: % is set by controls: 0 for no effect and ±100 for the full control effect
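ATPase activity: ADP formed was measured by HTRF Transcreener (665/615 nm ratio) after 30 min at 37 deg C with 10 uM ATP. Compounds screened at one 76 uM concentration against 40 or 20 nM TRiC in Tris pH 7.4/KCl/MgCl2/DTT buffer.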
EPAC2 ag = qHTS for Agonist of cAMP-regulated guanine nucleotide exchange factor 4 (EPAC2): primary screen | Rap guanine nucleotide exchange factor 4 (Homo sapiens), Q8WZA2 | EPAC2 activation, biochemical qHTS; response scale: 100% = 6.5 mM cAMP response | Potency, µM (top dose mostly 154 µM), without a hit: at the top dose activation, usual class: activators | hit rate 0.079% among 360,000 | AID 720711, 2013; note: potency is the fitted concentration of half-maximal effect; nearly all actives have a fitted effect of over 50% in size
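In this primary screen, activation is scored as increased exchange of BODIPY-GDP from Rap1B by 100 nM EPAC2, with 50 uM GDP as competitor. Signal is normalized to the 6.5 mM cAMP agonist control.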
* = called active by the depositor; i = inactive; ? = inconclusive; . = no result given; & = joins results of further samples; [ ] = another dose, or the depositor's remark. Unless noted, calls come from the whole dose curve; as a rule, active = well fitted curve in the direction sought with a large enough effect; inconclusive = small, poorly fitted or top-dose-only effect, or another doubt; inactive = no such curve, though single readings can be large; an effect the other way counts as inactive or inconclusive.

Order of results – MmCpn inh	PTHR1 ag	D3 antag	EPAC2 antag	pAkt inh	D3 ag	CCT modulator	EPAC2 ag
(1) CCc1nc2ccccc2c(C(=O)OCC(=O)NCCCN2CCCC2=O)c1C
→ -1%	i	38	11%	i	-1	2.5	-7%
(2) C=CCCC(=O)N1C[C@H]2CCN(C)[C@H]2C[C@H]1c1ccccc1
→ .	-18%	-15	0%	i	4	-0.5	7%
(3) O=C(Cc1ccc(Cl)cc1)NN1C(=O)c2ccccc2C1=O
→ 1%	i	1	3%	i	6	0.9	-6%
(4) Cc1cccc(NC(=O)NC(=S)NC(=O)c2ccccc2)c1
→ -2%	-30%	2	1%	i	19	-4.1	10%
(5) CC(Sc1nnnn1C)C(=O)NC1CCCc2ccccc21 (stereo not drawn)
→ 2%	i	9	-2%	i	1	-3.8	-8%
(6) CC1CC(C)CN(C(=O)COC(=O)CCCN2C(=O)c3cccc4cccc(c34)C2=O)C1 (stereo not drawn)
→ 2%	-7%	9	-1%	i	1	-5.2	-2%
(7) Fc1ccc(N=Cc2ccc[nH]2)cc1
→ ?	i	9	-7%	i	15	-0.9	-11%
(8) COc1cccc(CN(CC(=O)NC2CCCC2)C(=O)Cn2nnc(-c3cccs3)n2)c1
→ 0%	-8%[57.5 µM]	-13	1%	i	4	0.0	18%
(9) Cc1nc(-c2ccccc2)sc1C(=O)/C=C/N(C)C
→ -22%	-15%	3	-3%	i	0	0.2	7%
(10) COc1ccc(-n2ncc3c(N4CCN(c5cccc(C)c5C)CC4)ncnc32)cc1
→ 2%	-41%[inhibitor]	-24	1%	i	3	-1.1	-6%
(11) Cc1ccc(S(=O)(=O)N(C)C)cc1NC(=O)CN1CCCC1
→ 0%	i	?	1%	i	-24	1.7	5%
(12) CCc1ccc(NCc2nc(-c3ccccc3)no2)cc1
→ 0%	i	-3	-3%	i	-22	-0.9	8%
(13) Cc1ccc(S(=O)(=O)N2CCN(C(=O)COC(=O)/C=C/c3cccc([N+](=O)[O-])c3)CC2)c(C)c1
→ .	-33%[inhibitor]	-25	-6%	i	-1	-1.7	-6%
(14) CCOc1cc(NC(=O)c2ccccn2)c(OCC)cc1NC(=O)c1ccc(Cl)cc1
→ 2%	i	21	-5%	i	1	0.0	-4%
(15) CCS(=O)(=O)NCCNc1ccc([N+](=O)[O-])cc1
→ -1%	i	-10	0%	i	-6	-1.7	0%
(16) C#CCOCCOCCOCCNc1nc(N2CCN(C(=O)[C@H](CC(N)=O)n3cc(C(N)[C@@H](C)CC)nn3)CC2)nc(N2CCN(C(=O)[C@H](CCC(=O)O)n3cc([C@@H](N)CCCCN)nn3)CC2)n1 (stereo partly drawn)
→ 3%	i	5	1%	i	3	1.1	1%
(17) N#CCN(C(=O)COC(=O)C1CC2CCCC(C1)C2=O)c1ccccc1 (stereo not drawn)
→ 2%	i	0	15%	i	-11	1.6	5%
(18) O=C(CC(c1ccco1)S(=O)(=O)c1ccccc1)c1ccccc1 (stereo not drawn)
→ -8%	-96%[inhibitor]	11	16%	i	9	3.0	-1%
(19) Cc1cc(C)cc(C(=O)NCC(=O)NNC(=O)CSc2ccccc2F)c1
→ -1%	-20%	4	4%	i	9	-4.2	4%
(20) Nc1nc2ccc(Cc3ccncc3)cc2s1
→ 0%	i	3	4%	i	-1	-1.7	3%
(21) CSc1ccccc1NC(=O)CCc1ccccc1
→ -4%	i	-5	3%	i	-2	-1.1	1%
(22) Cc1cc(C)cc(C(=O)NN2CCN(C)CC2)c1
→ 0%	-20%	3	1%	i	-4	-4.7	18%
(23) COC(C[C@@H]1O[C@@H]1[C@H](O)COCc1ccccc1)OC
→ -1%	-24%	-2	7%	i	-1	1.6	6%
(24) Cc1ccc(S(=O)(=O)N2CCN(C(=O)c3c(-c4ccccc4)noc3C)CC2)cc1
→ 0%	-20%	-16	-13%	i	3	-2.5	12%
(25) CC1(C)CC(=O)C=C(Nc2ccccn2)C1
→ 3%	i	17	4%	i	5	0.6	1%
(26) CSc1nnc(C)c(=O)n1COC(=O)COc1ccccc1F
→ 1%	-25%	-17	19%	i	3	0.5	11%
(27) O=C(NNc1nc(-c2ccccc2)cs1)c1ccco1
→ -2%	-8%	-1	6%	i	-2	1.3	2%
(28) NS(=O)(=O)c1ccc(Nc2nc(-c3ccc4ccccc4c3)cs2)cc1
→ -4%	-94%[inhibitor]	30	1%	i	21	1.7	-1%
(29) O=C(CN1CCN(C(=O)C2CCCO2)CC1)Nc1ccc(F)cc1 (stereo not drawn)
→ 0%	-18%	-4	2%	i	1	-1.8	5%
(30) COc1ccc(NC(=S)N(CCc2nc3cc(C)c(C)cc3[nH]2)Cc2cccnc2)cc1
→ 0%	i	43	-6%	.	-2	0.7	2%
(31) CN(C(=O)N1CCN(c2ccccn2)CC1)c1ccccc1
→ -1%	i	13	1%	i	0	-0.5	1%
(32) O=C1C2C3C=CC(CC3)C2C(=O)N1c1ccc(F)cc1 (stereo not drawn)
→ -4%	i	3	9%	i	5	1.2	-3%
(33) COC(=O)[C@@](C)(O)C1(C(=O)SC(C)(C)C)CC1
→ .	-23%	8	17%	i	-17	-0.1	-1%
(34) CN1C(=O)C(C)(C)N(C(=O)c2cccc([N+](=O)[O-])c2)c2ccccc21
→ 1%	-2%	9	-1%	i	3	-2.7	3%
(35) COC(=O)c1cccc(Oc2nc3c(c(=O)n(C)c(=O)n3C)n2Cc2ccc(C)cc2)c1
→ .	i	-15	-5%	i	0	-2.3	7%
(36) O=C(NCc1ccc(N2CCCC2=O)cc1)Nc1ccccc1
→ -4%	i	21	3%	i	-1	-2.9	1%
(37) CCOC(=O)Cc1csc(NC(=O)C(NC(=O)C2CCC(C)CC2)C(C)C)n1 (stereo not drawn)
→ 1%	i	18	0%	i	3	-3.6	-9%
(38) C=CCN(c1ccccc1)S(=O)(=O)c1cccc(C(=O)OCC(=O)NC2CC2)c1
→ -4%	i	-4	-2%	i	-1	-0.4	6%
(39) O=C(Cn1cnc2ccccc21)N1CCc2ccccc21
→ -3%	i	-25	8%	i	-1	2.2	8%
(40) COc1ccc(-c2cc(C(=O)N3CCN(c4ccccc4)CC3)c3ccccc3n2)cc1
→ -27%	-7%	35	-2%	i	15	0.5	12%
(41) CCCn1c(N2CCN(C)CC2)nc2c1c(=O)[nH]c(=O)n2C
→ 2%	-25%	-10	-3%	i	2	0.2	9%
(42) CCCCNc1nnc(SCC(=O)N2CCN(S(=O)(=O)c3ccc4ccccc4c3)CC2)s1
→ 0%	-15%	2	0%	i	2	-1.8	-7%
(43) Cc1cc(NC(=O)c2ccccc2)cc(NC(=O)c2ccccc2)c1C
→ 0%	-4%	6	-1%	i	-6	-3.1	9%
(44) Cc1cc(=O)[nH]c(SC(C)C(=O)Nc2cccc3ccccc23)n1 (stereo not drawn)
→ 2%	-14%	-21	-7%	i	-7	-0.5	4%
(45) Cc1ncoc1C(=O)N1CCCC(C(=O)c2ccc(-c3ccccc3)c(F)c2)C1 (stereo not drawn)
→ -2%	-16%	24	-8%	i	11	-2.0	16%

Structural class, those above with a nitro group on carbon.
Order of results – MmCpn inh	PTHR1 ag	D3 antag	EPAC2 antag	pAkt inh	D3 ag	CCT modulator	EPAC2 ag
(13) Cc1ccc(S(=O)(=O)N2CCN(C(=O)COC(=O)/C=C/c3cccc([N+](=O)[O-])c3)CC2)c(C)c1
→ .	-33%[inhibitor]	-25	-6%	i	-1	-1.7	-6%
(15) CCS(=O)(=O)NCCNc1ccc([N+](=O)[O-])cc1
→ -1%	i	-10	0%	i	-6	-1.7	0%
(34) CN1C(=O)C(C)(C)N(C(=O)c2cccc([N+](=O)[O-])c2)c2ccccc21
→ 1%	-2%	9	-1%	i	3	-2.7	3%

The listing picks up, repeating the 3 entries before the break.
Order of results – MmCpn inh	PTHR1 ag	D3 antag	EPAC2 antag	pAkt inh	D3 ag	CCT modulator	EPAC2 ag
(43) Cc1cc(NC(=O)c2ccccc2)cc(NC(=O)c2ccccc2)c1C
→ 0%	-4%	6	-1%	i	-6	-3.1	9%
(44) Cc1cc(=O)[nH]c(SC(C)C(=O)Nc2cccc3ccccc23)n1 (stereo not drawn)
→ 2%	-14%	-21	-7%	i	-7	-0.5	4%
(45) Cc1ncoc1C(=O)N1CCCC(C(=O)c2ccc(-c3ccccc3)c(F)c2)C1 (stereo not drawn)
→ -2%	-16%	24	-8%	i	11	-2.0	16%
(46) C/C(N)=C(/C#N)C(=O)COC(=O)CCCNC(=O)c1ccc(Cl)cc1
→ -4%	-3%	17	3%	i	-2	0.6	4%
(47) CCOC(=O)CCc1c(C)c2ccc(OCc3nn[nH]n3)cc2oc1=O
→ 0%	i	-25	8%	i	5	0.9	1%
(48) COc1ccc(N(CC(=O)NCc2ccc(F)cc2)S(=O)(=O)c2c(C)noc2C)cc1
→ -5%	-23%	12	-2%	i	3&7	1.9	7%
(49) CC(=O)Nc1cccc(Cl)c1C(=O)O
→ 3%	-5%[57.5 µM]	4	7%	i	10	0.2	-6%
(50) CC(C)CCNC(=O)Nc1ccc2c(c1)N(C)C(=O)CS2
→ .	i	-14	-19%	i	-6	-2.2	6%
(51) O=C(CSc1n[nH]c(-c2ccccc2Cl)n1)NC1CCCCC1
→ 0%	11%	-29	1%	i	-6	0.5	5%

Source: PubChem BioAssay

The list is partial; count on the stated rates, not on these rows.
